12-hLO inh – 12-hLO (ALOX12) enzyme inhibition. P18054. purified 12-hLO, xylenol orange hydroperoxide absorbance. Potency, µM (titrated, usually from 57.1 µM), inactives show top-dose activity change, negative = inhibition, hits mostly inhibitors. actives 0.12% (n = 150,000); also: potency is read from the fitted curve at half-maximal effect; nearly all actives have a fitted effect of over 55% in size; many of its hits are not listed in these tables
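Purified human 12hLO (150 nM final) was preincubated with compounds for 15 min at room temperature in 25 mM Hepes pH 7.0, 0.01% Triton X-100, then reacted with 40 uM arachidonic acid for 30 min. Hydroperoxide was detected with ferrous iron/xylenol orange.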
IMPase inh – IMPase inhibition in cells. CHO-M1 cells, IP1 accumulation, HTRF TR-FRET ratio. AID 901. 120,000 tested, under 10 active. inhibition (IP1 accumulation), % at 46.1 µM. P97697; active = well fitted curve in the direction sought with a large enough effect in the signal ratio, not every such curve was filed as active; inconclusive = small, poorly fitted or top-dose-only effect, or a change in a side signal; inactive = no such curve, though single readings can be large or run the other way; the % refers to the signal ratio;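 also: cells stimulated with carbachol in lithium chloride buffer; plate controls were DMSO basal wells for no effect and reference inhibitor wells for full effect; higher means more IMPase inhibition seen as more IP1 and lower FRET ratio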
Target sequence (P97697 whole entry, looked up): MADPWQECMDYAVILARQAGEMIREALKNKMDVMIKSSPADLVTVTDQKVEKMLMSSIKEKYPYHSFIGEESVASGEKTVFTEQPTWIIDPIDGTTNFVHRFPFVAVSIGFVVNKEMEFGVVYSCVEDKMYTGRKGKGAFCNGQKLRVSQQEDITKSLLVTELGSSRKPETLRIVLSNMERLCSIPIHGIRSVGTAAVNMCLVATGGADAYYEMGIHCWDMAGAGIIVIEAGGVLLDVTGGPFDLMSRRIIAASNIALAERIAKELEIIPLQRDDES
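Carbachol-driven Gq signalling in CHO-M1 cells (2000/well) generates IP1. Compounds that block IMPase raise IP1 and so reduce the FRET signal from Eu-anti-IP1 and d2-IP1 after a 10 min room-temperature lysis.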
ALOX15B inhib – inhibitors of human 15-lipoxygenase 2 (ALOX15B); purified 15hLO-2, xylenol orange hydroperoxide absorbance; Potency, µM (titrated, usually from 57.1 µM), for inactives: at the top dose activity change, negative = inhibition, most hits filed as inhibitors; actives 0.56% (n = 110,000); AID 881; also: potency is read from the fitted curve at half-maximal effect; nearly all actives have a fitted effect of over 60% in size; many of its hits are not listed in these tables
Target sequence (O15296 whole entry, looked up): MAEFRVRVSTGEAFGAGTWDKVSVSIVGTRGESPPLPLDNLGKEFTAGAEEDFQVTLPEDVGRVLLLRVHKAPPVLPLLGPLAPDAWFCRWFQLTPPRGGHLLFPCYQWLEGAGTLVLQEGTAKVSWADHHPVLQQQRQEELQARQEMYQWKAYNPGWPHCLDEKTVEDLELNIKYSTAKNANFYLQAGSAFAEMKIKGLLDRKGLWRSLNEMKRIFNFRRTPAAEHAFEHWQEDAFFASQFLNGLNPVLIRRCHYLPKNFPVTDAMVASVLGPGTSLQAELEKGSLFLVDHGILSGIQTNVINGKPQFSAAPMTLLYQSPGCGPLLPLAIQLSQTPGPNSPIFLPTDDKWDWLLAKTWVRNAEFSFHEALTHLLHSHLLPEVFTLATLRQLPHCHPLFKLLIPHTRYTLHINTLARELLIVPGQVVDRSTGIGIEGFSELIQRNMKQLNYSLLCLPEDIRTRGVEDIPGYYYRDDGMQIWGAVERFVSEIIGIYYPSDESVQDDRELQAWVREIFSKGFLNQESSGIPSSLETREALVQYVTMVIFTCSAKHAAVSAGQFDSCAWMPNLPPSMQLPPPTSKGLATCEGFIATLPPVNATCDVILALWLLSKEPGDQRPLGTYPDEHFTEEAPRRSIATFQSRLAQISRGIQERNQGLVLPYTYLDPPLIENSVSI
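Read-out: hydroperoxide product oxidises ferrous iron, measured as xylenol orange complex via the 573-to-405 nm absorbance ratio after 30 min. Reaction: 50 nM enzyme, 15 min compound preincubation, 45 uM arachidonic acid, 90 min RT, Hepes pH 7.5 with Triton X-100.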
PNC inhibitor – inhibitors of perinucleolar compartment assembly; PC3M PTB-GFP, PNC prevalence imaging, 16 h; active compounds read low; activity change (PNC), negative = inhibition, % at 10 µM; actives 3.1% (n = 140,000);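 active = readout at or below -70, meaning at least 70% loss of cells showing the perinucleolar compartment, a nuclear body marking cancer cells; inconclusive = readout between -30 and a set limit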;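 also: plate controls were DMSO wells for no effect and camptothecin positive control wells for full effect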
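PC3M cells stably expressing PTB-GFP, 750–1000 cells/well, treated 16 h at 37 °C with compound (23 nl of library stock), in duplicate. After paraformaldehyde fixation and Hoechst stain, imaged at 20x; PNC prevalence scored by image analysis.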
* hit, by the source's call; ? = inconclusive; / = no result given; & = joins results of further samples; [ ] = dose if it differs, or a comment. Unless noted, calls follow the shape of the dose curve; as a rule, active = well fitted curve in the direction sought with a large enough effect; inconclusive = small, poorly fitted or top-dose-only effect, or another doubt; inactive = no such curve, though single readings can be large; an effect the other way counts as inactive or inconclusive. Unless noted, % is scaled to controls: 0 for no effect and ±100 for the full control effect. A portion of the library. The share of hits here may be higher or lower than overall.

SMILES	12-hLO inh	IMPase inh	ALOX15B inhib	PNC inhibitor
Cc1cc(=O)oc2cc(OCC(=O)N3CCCC(C)C3)ccc12 (centres undefined)	-3%	-5	2%	21
C[N+]1(CC(=O)OCCCc2ccccc2)CCOCC1	-4%	9	2%	35
N#Cc1nc(-c2ccccc2Cl)oc1N1CCOCC1	7%	-3	-5%	-3
Cc1ccc(NC(=S)Nc2nc(CC(=O)Nc3ccccc3)cs2)cc1	-6%	-15	?	38
COc1ccc(/C=C(\NC(=O)c2cccs2)C(=O)Nc2ccccc2C)cc1OC	0%	/	/	17
N/C(=N\c1nc2c(c(=O)[nH]1)CCCC2)Nc1ccccc1Sc1ccccc1	-4%	-1	26%	0
COc1ccc(/C=N/c2nc3ccccc3n2C)cc1OC	-5%	-1	1%	?
O=C(N/N=C/c1ccco1)c1cnccn1	-2%	0	5%	17
COC(=O)C1CCCN1C(C(=O)NC1CCCCC1)c1ccc(Cl)cc1 (centres undefined)	0%	/	/	42
Cc1ccc(C)c2c(SC(C)C(=O)NCc3ccco3)nc(-c3ccccc3)nc12 (centres undefined)	29%	-12	/	-100*
Cc1ccc(C)c(NC(=O)c2ccc3c(c2)N(Cc2ccc(F)cc2)C(=O)CS3=O)c1 (centres undefined)	-3%	5	/	-29
CCOC(=O)C1=C(C)OC(N)=C(C#N)C1c1cc(OC)c2c(c1)OCO2 (centres undefined)	-25%	0	-5%	?
CCc1ccc(NC(=O)c2ccnc(C(C)(C)C)c2)cc1	3%	-1	-5%	87
NC(=O)C1(N2CCCCC2)CCN(C2CC(=O)NC2=O)CC1 (centres undefined)	4%	3	/	-6
COC(=O)Nc1ccc(S(=O)(=O)N2CCN(CCN3C(=O)C4C5C=CC(C5)C4C3=O)CC2)cc1 (centres undefined)	7%	1	-7%	-10
Cc1cnc(C(=O)OCC(=O)N2CCc3ccccc3C2)cn1	5%	-3	-7%	12
Cn1c(=O)c2c(SCC(N)=O)nc(CC(C)(C)C)nc2n(C)c1=O	6%	8	-3%	?
COc1ccc(C(=O)N2CCC(N3CCN(c4ccccc4)CC3)CC2)cc1OC	-2%	4	-14%	?
COc1ccc(-n2c(=O)c3ccccc3n(CC(=O)Nc3cc(C)on3)c2=O)cc1OC	-4%	3	-6%	-26
Nc1cc(=O)[nH]c(=S)n1-c1ccccc1	-9%	6	2%	10
Cc1cccc(-n2c(O)c(C=NCc3ccccn3)c3ccccc3c2=O)c1	2%	/	/	-12
CCOC(=O)CN1NC2(CCC(C)CC2)NC1=S (centres undefined)	-17%	-2	-14%	13
CCCC(=O)N1CCc2cc(-c3nc(N)sc3C)ccc21	-7%	?	-1%	-19
CCC(C(=O)O)n1c(C(F)(F)F)nc2ccccc21 (centres undefined)	-5%	-5	3%	25
COCCSc1nnc(NC(=O)Cc2cccs2)s1	4%	-5	/	32
O=C(NN1C(=O)c2ccccc2NC1c1ccccn1)c1ccc(Br)cc1 (centres undefined)	2%	0	/	12
Cc1cccc(-n2c(Cc3ccccc3)nnc2SCc2ccc([N+](=O)[O-])cc2)c1	-8%	9	/	1
O=C1CN(C(=O)COC(=O)C2CCN(S(=O)(=O)c3ccccc3C(F)(F)F)CC2)c2ccccc2N1	-2%	11	-2%	4
CC1(C)S[C@@H]2[C@H](NC(=O)[C@H](N)c3ccc(O)cc3)C(=O)N2[C@H]1C(=O)O	2%	/	/	7
CCC(=O)Nc1nc(-c2ccccc2)ns1	3%	10[0.0738 µM]	/	?
Cc1ccccc1N=Nc1c(C)[nH]n(C(N)=S)c1=O	-2%	/	/	-113*
O=C(O)CN1CCN(Cc2ccccc2)C1=O	-3%	-3	4%	35
COc1ccc(C(=O)N[C@H](C(=O)OCc2cc(=O)oc3cc(C)ccc23)C(C)C)cc1	0%	/	/	-28
COc1cc2ccc(=O)oc2c(O)c1O	-7%&-2%	?	-9%&4%	/
COC(=O)c1sc(NC(=O)c2csc3c2CCCC3)nc1C	-11%	10	1%	-29
CCc1nnc(NS(=O)(=O)c2ccc(NC(=O)/C=C/c3ccc(OC)cc3OC)cc2)s1	0%	/	/	-6
Cc1ccc(/C=C/C(=O)NCCCc2ccccc2)cc1	-8%	11	/	8
CCOC(=O)C(NC(=O)CC(C)C)(Nc1cc(C)on1)C(F)(F)F (centres undefined)	-5%	2	20%	-19
COc1ccc2c(c1)CCc1c(C(=O)NC3CCCCC3)noc1-2	1%	17	-4%	6
CCn1cc(/C=N/NC(=O)COc2cccc3cccnc23)c2ccccc21	0%	/	/	33
CC(=O)Nc1ccc(S(=O)(=O)N[C@H](C(=O)O)C(C)C)cc1	-3%	1	13%	-13
COC(=O)c1sc(-c2ccccc2)cc1NC(=O)c1cc(OC)cc(OC)c1	-2%	/	/	?
CCCc1nnc(NC(=O)CC(=O)Nc2ccccc2C(=O)O)s1	3%	-3	-8%	47
COc1cccc(S(=O)(=O)NCc2ccc(C(=O)Nc3cccc(Cl)c3)cc2)c1	-5%	1	3%	-2
CN(C)S(=O)(=O)c1cccc(N=C2NN=C(c3ccccc3)CS2)c1	-4%	8	/	?
CCOC(=O)C1C(=O)CC(=O)CC1CC(C)SCC (centres undefined)	?	-6	-3%	-5
CC1(C)CC2CC(C)(CN2S(=O)(=O)c2ccc(C(=O)Nc3ccc(S(=O)(=O)N4CCOCC4)cc3)cc2)C1 (centres undefined)	-2%	/	/	54
CCOC(=O)CSCc1cn2cc(Cl)ccc2n1	2%	8	3%	-3
COc1[nH]c2ccc(F)cc2c1C(=O)OCC1CCN(CCNS(C)(=O)=O)CC1	-1%&0%	4&3	18%&6%	/
Cc1cc2ncc(Cl)nc2cc1C	4%	/	/	?
O=C(NCCN1C(=O)S/C(=C\c2ccccc2F)C1=O)C1CCCN1C(=O)c1cccs1 (centres undefined)	2%	3	/	23
Cc1[nH]nc(N=CC2=C(O)CC(c3ccco3)CC2=O)c1-c1ccccc1 (centres undefined)	?	12	?	12
Cc1cc2occ(CC(=O)Nc3nccs3)c2cc1C(C)C	0%	-7	8%	10
COC(=O)c1ccc(C23CC4(C2)[C@H](CN(C)[C@@H]4c2ccccc2)C3c2ccccc2)cc1 (some centres undefined)	-5%	/	33%[activator]	/
Fc1ccc(-c2nnc3ccc(N4CCCC4)nn23)cc1	-2%	-8	/	18
COc1ccc(Cl)cc1C(=O)Nc1ccc(NC(=O)c2ccco2)cc1	-1%	8	-11%	34
CSCCC(NC(=O)c1ccccc1)C(=O)Nc1ccc(NC(C)=O)cc1 (centres undefined)	-3%	/	/	?
O=C(NCc1ccccn1)c1ccc(=O)oc1	-2%	-13	2%	-3
CCN(CC)CCN1C(=O)C(=O)/C(=C(/O)c2c(C)[nH]c(C(=O)OC)c2C)C1c1cccnc1 (centres undefined)	0%	1[1.84 µM]	11%[11.4 µM]	3
CCc1cccc(CC)c1-n1c(SCn2nnc3ccccc3c2=O)nnc1-c1cccnc1	-14%	7	-5%	-8
Next part:
SMILES	12-hLO inh	IMPase inh	ALOX15B inhib	PNC inhibitor
O=C(CSc1nccn1-c1cccc(Cl)c1)NC1CCCC1	-3%	12	-2%	-21
CCN1CCN(C(=O)c2ccc3c(=O)n(C4CCCC4)c(=S)[nH]c3c2)CC1	4%	2	7%	26
O=C(NCc1cccs1)C1CCN(c2ccc(S(=O)(=O)N3CCOCC3)cc2Cl)CC1	-6%	7	-5%	-124*
Cn1c(=O)c2c(nc(CN3CCc4ccccc4C3)n2Cc2ccc(Cl)cc2)n(C)c1=O	6%	-7	/	65
COc1ccc(OC)c(C2C=C(c3ccc(C)c(C)c3)Nc3nnnn32)c1 (centres undefined)	-10%	-5	-5%	-25
O=C(NC1(C(F)(F)F)NC(=O)N(Cc2cccnc2)C1=O)c1ccccc1Cl (centres undefined)	6%	1	5%	21
O=C(c1cccc(S(=O)(=O)N2CCc3ccccc3C2)c1)N1CCN(c2ccc(O)cc2)CC1	-7%	/	/	-20
COCC(=O)N(Cc1cc2ccccc2[nH]c1=O)c1ccc(OC)cc1	-5%	5	-1%	-16
Cc1cc2c(s1)CCCCC(=O)N2	4%	3	4%	16
CC(C)(C)n1cnc2cc(NS(=O)(=O)c3ccccc3)ccc21	-2%	9	2%	?
C=C(C)C1CC=C(C)/C(=N/NC(=O)COc2ccc(Cl)cc2)C1 (centres undefined)	-2%	/	/	?
CCn1c(=O)n(CC)c2cc(S(N)(=O)=O)c(C)cc21	5%	-1	2%	?
Cn1cc(CC(=O)N2CCN(c3ccc(Cl)cc3)CC2)c2ccccc21	-3%	6	0%	-8
O=C(CN1C(=O)c2ccccc2S1(=O)=O)Nc1ccccc1C(=O)NCc1ccco1	-4%	2	/	-7
COC(=O)c1c(NC(=O)CN2CCC3(O)CCCCC3C2c2cc(OC)ccc2OC)sc(C)c1C (centres undefined)	1%	/	/	-16
O=c1nc2n(c3cc(Cl)c(S(=O)(=O)N4CCOCC4)cc13)CCCCC2	-1%	-2	7%	34
Cc1ccc(C(=O)O)cc1NC(=O)c1cccs1	4%	-11	/	-7
S=C(N/N=C/c1ccc(Cl)cc1)N1CCOCC1	-4%	/	/	-6
CC(C)C(=O)Nc1ccc(C(=O)NC2CCSC2=O)cc1 (centres undefined)	-6%	-10	-4%	31
CC1CCN(C(=O)CSc2nnc(Cc3cc(=O)[nH]c(=O)[nH]3)n2-c2ccc(Cl)cc2)CC1	-5%	4	/	-6

Whole records, quoted from the list.
Cc1ccc(C)c(NC(=O)c2ccc3c(c2)N(Cc2ccc(F)cc2)C(=O)CS3=O)c1 (centres undefined) is entered as 12-hLO inh = -3%; IMPase inh = 5; ALOX15B inhib = /; PNC inhibitor = -29
O=C(CSc1nccn1-c1cccc(Cl)c1)NC1CCCC1 is entered as 12-hLO inh = -3%; IMPase inh = 12; ALOX15B inhib = -2%; PNC inhibitor = -21

(cont.)
SMILES	12-hLO inh	IMPase inh	ALOX15B inhib	PNC inhibitor
COC(=O)N(C)c1nc2ccccc2s1	-4%	7	5%	34
O=C(Nc1ccc(-n2nncc2-c2ccco2)cc1)c1cc2ccccc2oc1=O	-2%	-1	-20%	37
CCOC(=O)c1c(C)[nH]c(C(=O)COC(=O)CCSc2ccccc2)c1C	0%	/	/	32
Cc1ccc(C)c(N2CCN(C(=O)c3cc4ccccc4oc3=O)CC2)c1	-4%	-1	2%	30
Cc1ccc2c(c1)-c1ccccc1S(=O)(=O)N2	0%	1	-3%	?
CC(=O)Nc1cc(C(=O)N2CCCC2)ccc1Sc1ccc(Cl)cc1	-2%	-2	1%	25
O=C(CN1C(=O)COc2ccccc21)N(Cc1cccnc1)Cc1cccc(F)c1	5%	-10	1%	?
COc1ccc(CC(=O)Nc2ccc(S(=O)(=O)NCC3CCCO3)cc2)cc1 (centres undefined)	0%	18	-13%	7
CN(Cc1ccccc1)C(=O)COC(=O)c1ccc2c(c1)OCO2	-13%	15	1%	-3
OC(c1ccccn1)(c1ccccn1)c1ccccn1	-1%	/	/	60
COc1ccc(OC)c(-n2c(SCC(=O)N3CCc4ccccc43)nc3c(c2=O)SCC3)c1	3%	-15	/	33
CN1C(=O)CSc2ccc(C(=O)O)cc21	-7%	2	11%	-14
COc1ccccc1CNC(=O)c1cccc(C)c1[N+](=O)[O-]	5%	-5	/	-15
CNC(=O)CSc1nnnn1CCCOC	2%	-9	2%	-13
O=C(O)CN(CCN(CC(=O)O)CC(=O)O)CC(=O)O	3%[0.00818 µM]	/	72%[activator][0.0915 µM]	/
Cc1n[nH]c(C)c1N1C(=O)c2cccc3cc(Br)cc(c23)C1=O	0%	-26	-11%	-2
CCn1c2ccc(F)cc2c2nnc(NN)nc21	-2%	2	/	-29

Screens: PubChem BioAssay, National Center for Advancing Translational Sciences (NCATS)
